Screening data (PubChem)
CHO-K1 Ca PAM = counter-screen for M1 PAMs: effect in parental CHO-K1 cells. 360,000 compounds, 0.02% hits. activation, % at 3 µM. ATP EC20, Fluo-8 calcium fluorescence; 0% at ATP EC20, 100% at ATP max;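 active = activation above the run cutoff, the mean activation of all test compounds plus 3 SD, cut at about 40% in these data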;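 note: peak over basal fluorescence ratio in a 140 s read after ATP addition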
CHO parental Ca = counter-screen: ATP calcium response change in parental CHO cells. parental CHO-K1, ATP-induced calcium, Fluo-8 fluorescence. AID 463079. 330,000 compounds, 0.63% hits. inhibition, % at 5.6 µM;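 active = inhibition above that plate's mean sample inhibition plus 3 SD, cut at about 26% in these data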;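 note: 0% = ATP-challenged DMSO wells and 100% = DMSO wells without ATP; some compounds past the cut are filed as inactive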
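Test system: untransfected parental CHO cell line. Compound: one dose, 5.6 µM nominal. Detection: intracellular calcium via Fluo-8 no-wash fluorescent dye. Measure: % inhibition. Benchmarks: ATP-challenged DMSO wells low, unchallenged DMSO wells high.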
TAAR1 antagonist = human TAAR1 antagonism | Q96RJ0 | CHO RD-HGA16 TAAR1, Fluo-8 calcium fluorescence, antagonist | inhibition, % at 3 µM | 360,000 compounds, 1.5% hits | AID 624466;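 active = inhibition above a per-plate cutoff, the mean inhibition of test compounds on that plate plus 3 SD, cut at about 49% in these data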;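 note: 0% = DMSO plus EC80 beta-PEA response and 100% = DMSO alone without agonist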
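Test system: CHO RD-HGA16 cells bearing hTAAR1 | Reagent: β-PEA, EC80 | Compound dosing: 3 µM, single point | Schedule: Dye loading 75 min at 37 °C, then 30 min room temperature | Signal: Calcium fluorescence with Fluo-8 | Evaluation: Percent inhibition of PEA-evoked calcium signal, max/basal emission ratio | Control set: DMSO-only wells and EC80 β-PEA-stimulated wells | Repeats: Singlicate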
CHO-K1 Ca ag = counter-screen for M1 agonists: effect in parental CHO-K1 cells | Fluo-8 calcium fluorescence; scaled to maximal ATP response, vehicle zero | 360,000 compounds, 0.48% hits | AID 602248 | activation, % at 3 µM; in the data active = activation above about 15%;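 note: untransfected CHO-K1 host cells lacking M1 receptor as counterscreen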
CHO-K1 Ca antag = nonselective inhibitor or artifact in parental CHO-K1 cells; ATP-induced calcium, Fluo-8 fluorescence; inhibition, % at 3 µM; 360,000 compounds, 0.6% hits;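 active = inhibition above a per-plate cutoff, the plate's mean sample inhibition plus 3 SD, cut at about 24% in these data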;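 note: 0% = DMSO plus EC80 ATP and 100% = DMSO alone without ATP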
TAAR1 ag = human TAAR1 agonism | Q96RJ0 | CHO RD-HGA16 TAAR1, Fluo-8 calcium fluorescence; vehicle wells 0%, saturating PEA agonist 100% | activation, % at 3 µM | 360,000 compounds, 0.99% hits | AID 624467;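 active = activation above the mean activation of all test compounds in the run plus 3 SD, cut at about 38% in these data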
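Test system: RD-HGA16 (CHO) cells co-expressing Gα16 and hTAAR1 | Doses: Single dose, 3 µM | Schedule: 17-24 h seeding, 75 min 37 °C dye, 30 min RT | Evaluation: % activation from peak over basal fluorescence ratio, DMSO-to-PEA scaled | Technique: Kinetic Fluo-8 calcium fluorescence | Benchmarks: Low control DMSO, high control PEA (EC100)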
OXTR potentiate = potentiates the human oxytocin receptor response. P30559. CHO-OTR cells, Fluo-8 calcium fluorescence, potentiator mode; 0% = oxytocin EC15, 100% = EC100. activation, % at 3 µM. 320,000 compounds, 0.061% hits. AID 2445;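 active = activation above that plate's cutoff, the mean activation of tested compounds plus 3 SD, cut at about 6.6% in these data, passing the limit was not always enough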;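 note: 100% uses oxytocin at 75 nM as the full agonist control; some results filed as inactive read as strong as hits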
Target sequence (P30559 whole entry, looked up): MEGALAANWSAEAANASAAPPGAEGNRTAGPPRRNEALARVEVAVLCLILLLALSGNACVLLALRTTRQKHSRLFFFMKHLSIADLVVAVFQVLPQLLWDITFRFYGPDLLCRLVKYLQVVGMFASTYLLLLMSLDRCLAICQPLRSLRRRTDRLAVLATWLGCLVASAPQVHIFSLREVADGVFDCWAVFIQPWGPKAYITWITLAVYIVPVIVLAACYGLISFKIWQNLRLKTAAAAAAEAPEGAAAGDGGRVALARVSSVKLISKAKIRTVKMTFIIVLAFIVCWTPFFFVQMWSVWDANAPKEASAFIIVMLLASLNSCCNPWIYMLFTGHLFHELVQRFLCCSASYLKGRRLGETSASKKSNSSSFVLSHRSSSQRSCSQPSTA
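assay system = CHO-OTR cells, human receptor | schedule = compound 6 min at room temperature before oxytocin, 100 s read | detection = Fluo-8 intracellular calcium fluorescence, ex 470-495, em 515-575 nm | evaluation = normalized max/min fluorescence ratio, % activation | control set = EC15 oxytocin alone as 0%, 75 nM oxytocin (EC100) as 100%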
CHRM1 agonist = human M1 muscarinic receptor agonism. P11229. CHO-K1 hM1, Fluo-8 calcium fluorescence, agonist mode; 0% DMSO, 100% acetylcholine EC100. activation, % at 3 µM. 360,000 compounds, 0.33% hits. AID 588814;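 active = activation above the run's mean compound activation plus 3 SD, cut at about 16% in these data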;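 note: peak over basal fluorescence ratio within a 140 s kinetic read after compound addition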
V1R ag counter = counter-screen for oxytocin receptor agonists: human V1a receptor agonists; P37288; CHO-V1R cells, Fluo-8 calcium fluorescence, agonist mode; 0% DMSO, 100% 3 nM vasopressin; activation, % at 3 µM; 320,000 compounds, 0.25% hits;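 active = activation above the mean activation of all tested compounds plus 3 SD, per screening run, cut at about 20% in these data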;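 note: signal is peak over basal fluorescence ratio across a 100 second FLIPR read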
Target sequence (P37288 whole entry, looked up): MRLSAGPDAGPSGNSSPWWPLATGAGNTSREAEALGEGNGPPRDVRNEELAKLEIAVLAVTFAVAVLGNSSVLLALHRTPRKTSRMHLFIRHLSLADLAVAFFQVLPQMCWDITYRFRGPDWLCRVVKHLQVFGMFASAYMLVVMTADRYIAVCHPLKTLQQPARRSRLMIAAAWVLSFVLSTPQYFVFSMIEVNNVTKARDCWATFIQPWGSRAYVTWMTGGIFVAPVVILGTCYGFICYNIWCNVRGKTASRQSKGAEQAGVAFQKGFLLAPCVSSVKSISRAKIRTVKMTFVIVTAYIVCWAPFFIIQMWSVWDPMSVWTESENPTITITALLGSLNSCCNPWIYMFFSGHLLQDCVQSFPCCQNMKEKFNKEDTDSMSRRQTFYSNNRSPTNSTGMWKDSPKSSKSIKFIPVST
Starred values were filed as active, the others as inactive; . = not tested or not shown.

The opening 2 records, ahead of the listing:
SMILES	CHO-K1 Ca PAM	CHO parental Ca	TAAR1 antagonist	CHO-K1 Ca ag	CHO-K1 Ca antag	TAAR1 ag	OXTR potentiate	CHRM1 agonist	V1R ag counter
CNC(=O)CCCN1C(=O)c2ccccc2Sc2ncccc21	-8	-2	-9	1.6	-8	9	-11	-3	0.8
COc1ccc2c(c1)nc(N)n2Cc1ccccc1	20	2	-7	3.2	-1	15	-7	0	3.5

Results, from the first entry:
SMILES	CHO-K1 Ca PAM	CHO parental Ca	TAAR1 antagonist	CHO-K1 Ca ag	CHO-K1 Ca antag	TAAR1 ag	OXTR potentiate	CHRM1 agonist	V1R ag counter
CNC(=O)CCCN1C(=O)c2ccccc2Sc2ncccc21	-8	-2	-9	1.6	-8	9	-11	-3	0.8
COc1ccc2c(c1)nc(N)n2Cc1ccccc1	20	2	-7	3.2	-1	15	-7	0	3.5
O=C1O[C@@H](c2ccc(O)cc2)Cc2cccc(O)c21	8	10	-1	5.9	6	1	-2	-3	2.2
N#C/C(=C/c1ccc(Cl)cc1)NC(=O)c1ccccc1	18	50*	24	1.9	-2	8	-11	-4	0.2
COc1cc(C(C)=O)ccc1OCC(=O)NCCCn1nc(C)cc1C	22	-11	-3	-0.4	-16	9	-3	-2	0.0
Cc1c(C)c(C)c(/C=[N+](/C)[O-])c(C)c1C	-11	7	4	0.5	8	5	-1	-6	0.8
CC(=O)Nc1ccc(S(=O)(=O)N2CCN=C2C)cc1	-2	-10	-8	-0.5	7	11	1	0	-0.4
CCC(=O)N1CCc2cc(Br)cc(S(=O)(=O)N3CCC(C(=O)NCCCOC(C)C)CC3)c21	0	-16	-5	0.4	-13	0	-8	0	3.6
COc1ccc(N(CC(=O)NCCSCc2ccc(C)cc2)S(=O)(=O)c2ccccc2)cc1	-27	-14	69*	-0.1	18	6	-16	-3	2.2
c1ccc(C2=NC(c3ccccc3)N=C(c3ccccc3)N2)cc1	0	-3	2	0.1	4	3	-3	-4	0.1
CSc1ccc(S(=O)(=O)NC(C)c2ccccc2)cc1 (configuration not stated)	8	-6	9	-0.1	-6	0	-10	-9	-0.5
Cc1oc(-c2cccc(Cl)c2)nc1CN1CCC(C(=O)NCCCN2CCCC2=O)CC1	9	-2	-10	-0.5	-1	0	-9	-10	-0.5
Cc1cc(=O)oc2cc(OCCc3ccccc3)ccc12	-5	-18	-16	-0.7	-4	8	-10	-1	-0.4
O=S(=O)(c1ccc(Br)cc1)c1nc(-c2ccco2)oc1NCC1CCCO1 (configuration not stated)	-6	-15	-23	0.1	-23	1	-3	-5	-1.2
Oc1c(Br)cc(Br)cc1CNc1ccc(F)cc1	14	-14	24	0.1	3	19	-3	-11	0.1
CC(NC(=O)CCC1COc2ccccc2O1)c1ccccc1 (configuration not stated)	-4	-9	10	0.3	-8	10	1	0	-0.2
CC1CCCC(C)N1C(=O)CN1C(=O)c2ccccc2S1(=O)=O (configuration not stated)	7	-10	-9	0.4	-18	1	-6	-3	1.0
CCN1CCN(c2ccc(S(=O)(=O)N3CCCCC3)cc2NC(=O)COc2ccc(Cl)c(C)c2)CC1	-8	-8	-2	-0.6	21	11	-11	-5	1.3
CC1CCCN(C(=O)COC(=O)c2ccc3[nH]c4c(c3c2)CCCC4)C1 (configuration not stated)	4	-15	-9	1.4	-10	-2	4	-3	-0.8
COc1cc(OC)nc(NC(=O)CSc2nnc(-c3ccccc3)n2C2CCCCC2)n1	-7	-8	-12	0.8	7	-2	-8	1	-0.2
COC(=O)[C@H]1[C@H](CCc2ccccc2)NC(=O)N(Cc2ccccc2)[C@@H]1C	20	-10	17	0.4	-21	5	-4	1	0.2
Cc1nc(SCC(=O)NCc2ccco2)c2c3c(sc2n1)CCCC3	16	-21	-13	-0.1	-4	15	-2	-5	-0.9
COc1ccc(CN2C(=O)c3cccnc3C2=O)cc1S(=O)(=O)N1CCCCC1C (configuration not stated)	-8	-22	15	0.7	7	2	-1	0	1.8
CCN(CC)c1ccc(/C=N/NC(=O)CNC(=O)/C=C/c2ccco2)cc1	-4	-10	-18	-1.0	4	-4	-5	-1	-0.7

Compound profiles, from the list above. Screens in order: CHO-K1 Ca PAM, CHO parental Ca, TAAR1 antagonist, CHO-K1 Ca ag, CHO-K1 Ca antag, TAAR1 ag, OXTR potentiate, CHRM1 agonist, V1R ag counter
CCN(CC)c1ccc(/C=N/NC(=O)CNC(=O)/C=C/c2ccco2)cc1 across the screens: -4, -10, -18, -1.0, 4, -4, -5, -1, -0.7
CCN1CCN(c2ccc(S(=O)(=O)N3CCCCC3)cc2NC(=O)COc2ccc(Cl)c(C)c2)CC1 across the screens: -8, -8, -2, -0.6, 21, 11, -11, -5, 1.3
Oc1c(Br)cc(Br)cc1CNc1ccc(F)cc1 across the screens: 14, -14, 24, 0.1, 3, 19, -3, -11, 0.1

Remaining list, next part.
SMILES	CHO-K1 Ca PAM	CHO parental Ca	TAAR1 antagonist	CHO-K1 Ca ag	CHO-K1 Ca antag	TAAR1 ag	OXTR potentiate	CHRM1 agonist	V1R ag counter
N#CCCN(CCC#N)C(=S)NC1CC2C=CC1C2 (configuration not stated)	-5	-10	-10	0.7	-1	19	-2	-2	0.5
COc1cccc(NC(=O)CN(C)C(=O)CNC(=O)c2ccccc2F)c1	-4	-16	3	0.5	-5	5	-1	-5	0.2
CCn1cc(CN2CCC(n3nccc3NC(=O)CCOc3ccccc3)CC2)c(C)n1	-6	-5	-5	-0.1	-1	1	-8	-5	-0.6
CCSc1cc(C2C(C#N)=C(N)OC(C)=C2C(=O)OC)c(C)o1 (configuration not stated)	0	-22	-15	0.2	0	3	-3	-1	0.8
C=C(C)c1cccc(C(C)(C)NC(=O)N2CCN(c3ccc(OC)cc3)CC2)c1	5	-9	-13	0.8	-6	3	-11	-6	1.4
O=C(NCc1ccccn1)C(F)(F)C(F)(F)C(=O)NCc1ccccn1	-6	-18	4	0.2	3	5	-5	1	0.7
CC(C)C(NC(=O)c1ccccc1F)C(=O)Nc1nccs1 (configuration not stated)	-9	-14	8	-0.4	0	7	-5	-4	0.9
COc1ccc(OC)c(S(=O)(=O)NC(=O)C2(C)CCN2C(=O)CC2CCCC2)c1 (configuration not stated)	15	.	-16	0.5	-15	1	.	-4	.
O=C(COc1ccccc1F)NCCc1ccc2c(c1)OCCO2	2	-13	26	0.3	-3	1	0	-3	0.5
NC(=O)c1nsc(C(=O)N(c2ccccc2F)C(C(=O)NCc2ccccc2)c2ccc(O)cc2)c1N (configuration not stated)	-24	0	78*	6.7	7	14	-12	1	3.2
COc1ccc(Cc2nnc(NC(=O)C3CC(=O)N(c4ccccc4)C3)s2)cc1OC (configuration not stated)	20	-17	4	0.0	-9	-2	-7	-1	1.6
N#Cc1ccc(C(=O)OCC(=O)Nc2ccc(S(N)(=O)=O)cc2)cc1	17	3	-4	0.9	-21	2	-12	-3	0.1

Random excerpt: 4 entries already listed
SMILES	CHO-K1 Ca PAM	CHO parental Ca	TAAR1 antagonist	CHO-K1 Ca ag	CHO-K1 Ca antag	TAAR1 ag	OXTR potentiate	CHRM1 agonist	V1R ag counter
CCn1cc(CN2CCC(n3nccc3NC(=O)CCOc3ccccc3)CC2)c(C)n1	-6	-5	-5	-0.1	-1	1	-8	-5	-0.6
COc1ccc(OC)c(S(=O)(=O)NC(=O)C2(C)CCN2C(=O)CC2CCCC2)c1 (configuration not stated)	15	.	-16	0.5	-15	1	.	-4	.
C=C(C)c1cccc(C(C)(C)NC(=O)N2CCN(c3ccc(OC)cc3)CC2)c1	5	-9	-13	0.8	-6	3	-11	-6	1.4
N#CCCN(CCC#N)C(=S)NC1CC2C=CC1C2 (configuration not stated)	-5	-10	-10	0.7	-1	19	-2	-2	0.5

Next records.
SMILES	CHO-K1 Ca PAM	CHO parental Ca	TAAR1 antagonist	CHO-K1 Ca ag	CHO-K1 Ca antag	TAAR1 ag	OXTR potentiate	CHRM1 agonist	V1R ag counter
COc1ccccc1-c1cccc([C@@H]2C[C@H]3[C@H](CON3C)CN2C(=O)CCc2ccccc2)c1	8	.	4	2.0	-7	4	.	-4	.
O=C(CN1C(=O)c2ccccc2S1(=O)=O)N1CCN(c2cccc(Cl)c2)CC1	5	3	12	3.7	6	9	-18	5	3.0
CC(C)[C@@H](C(=O)NC1CCN(Cc2ccccc2)CC1)N1C(=O)N2CCc3c([nH]c4ccccc34)[C@@]2(C)C1=O	2	-22	-25	0.0	-5	9	-8	-11	1.3
O=C(CCCOc1ccccc1)N1CCCCC1	5	-5	1	0.2	-5	12	-9	-3	-0.4
O=C(N/N=C/c1ccc(OCc2ccccc2)cc1)c1cccs1	-5	-19	8	0.5	-3	30	-6	-5	0.7
CCN(CC)S(=O)(=O)c1ccc(N2C(=O)CC2(/C=C/c2ccccc2)C(=O)NC2CCCC2)cc1 (configuration not stated)	-1	-2	-23	-0.1	11	0	-5	-2	1.0
O=C(CCNC(=O)c1ccccc1Cl)NN=Cc1ccccc1[N+](=O)[O-]	9	-12	-21	-0.6	-10	-1	-6	-6	-1.3
CCOc1ccc(C(C)(N)C(=O)O)cc1 (configuration not stated)	25	-1	6	0.9	-4	12	-1	-4	0.6
Cc1noc(C(=O)Nc2ccc(F)cc2F)c1Cl	-5	.	2	6.6	11	2	.	-5	.
CCN(CC)S(=O)(=O)c1ccc(Oc2ccccc2)cc1	13	8	18	1.5	-6	0	-10	-6	-0.6
CC1=C(C(=O)N(C(C)C)C(C)C)CC(CC(=O)NCCCN(C)C)C(=O)N1CCCN1CCCC1=O (configuration not stated)	11	.	-7	0.5	-24	4	.	-2	.
O=[N+]([O-])c1cccc2c3c([nH]c12)CCCC3	-3	-2	-25	3.1	-8	11	-6	0	-0.2
COc1cc(C2NC(=O)NC(c3ccccc3)=C2C(C)=O)c(Br)c(Br)c1O (configuration not stated)	29	-23	-21	1.6	-16	2	-18	2	-0.8
COc1ccc(C(=O)NCc2ccc(C)cc2)cc1S(=O)(=O)N1CCCC1	0	-12	6	-0.1	3	1	-1	-3	0.8
CCCN(CCC)C(=O)C1CCN(c2ccc(S(=O)(=O)N3CCOCC3)cc2[N+](=O)[O-])CC1	2	-17	-6	4.0	-6	0	0	-4	4.4
COc1ccccc1CNC(=O)C1CCCN(S(=O)(=O)c2cnc[nH]2)C1 (configuration not stated)	17	-8	-1	0.7	-6	0	-5	-2	0.0
O=C(Cc1ccccc1)NNC(=S)NC(=O)c1cccs1	13	-8	-13	4.2	-4	18	-6	1	3.6
